Screens from PubChem.
BL2 CD40 inh: CD40 pathway inhibition in BL2 cells. BL2 NF-kB luciferase reporter, CD40L-induced, 4 h. inhibition, % at 10 µM. 0.94% of 83,000 active;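 active = mean inhibition of at least 50% with a set share of replicates also reaching that level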;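 note: 0% = neutral control wells and 100% = IKK inhibitor VII at 50 µM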
* hit, by the source's call; & = joins results of further samples; [ ] = another dose, or the depositor's remark.

SMILES	BL2 CD40 inh
CC(C)OC(=O)N(C)C[C@@H]1OCc2cnnn2CCCC(=O)N([C@H](C)CO)C[C@H]1C	2.3[25 µM]
CC(C)(C)NC(=O)NCCc1ccccc1	-39.0
c1cc2c(cc1C1CCCN1)OCCCO2 (configuration not stated)	-10.2
CCCN1C2CCCC1CC(NC(=S)NCCCOCC)C2 (configuration not stated)	2.4
COc1ccc(NC(=O)c2cccc3c2C(=O)N(CC2CCCO2)C3)cc1OC (configuration not stated)	-6.1
c1ccc(-c2csc3ncnc(-n4cnc5ccccc54)c23)cc1	11.1
CCCNC(=O)Nc1ccc2c(c1)C(=O)N(C)C[C@H](OC)[C@@H](C)CN(C)[C@@H](C)CO2	-1.0[25 µM]
O=C(CNC(=O)c1ccc(N2CCCC2=O)cc1)Nc1ccc(F)c(F)c1F	0.4
CCOCCCNC(=O)c1c(C)[nH]c(C(=O)OCC)c1C	22.1
Cc1ccc(CNC(=O)C2CNc3cc(C)ccc3O2)cc1 (configuration not stated)	-8.6
O=C(CS(=O)(=O)c1ccccc1)N1CCN(c2ccccc2)CC1	-49.9
CCCCN(C)CCC(=O)Nc1ccc(F)c(F)c1	6.8
O=C(CSC1=NS(=O)(=O)c2cc(Cl)ccc2N1)Nc1ccccc1F	12.0
Oc1ccc(Cn2ccnc2)c2cccnc12	4.4
COc1ccc(C(=O)OCC(=O)Nc2ccc(OC)c(S(=O)(=O)N3CCCCC3)c2)cc1[N+](=O)[O-]	5.4
O=S(=O)(c1ccc2ccccc2c1)N1CCN(C2CCN(Cc3ccccc3)CC2)CC1	34.2
Cc1ccc(OCC(=O)NNC(=O)c2ccc3c(=O)n4c(nc3c2)CCC4)cc1	-0.2
N#Cc1cccc(-c2ccc(C3[C@@H]4CN(Cc5ccccc5F)C[C@H]3N4)cc2)c1 (some centres not stated)	-3.5&-2.6
Cn1nc(-c2ccccc2)cc1NS(=O)(=O)c1ccccc1	2.9
CCCCCC(O)c1cccc(OCc2ccc3ccccc3n2)c1 (configuration not stated)	-27.9
O=S(=O)(c1ccc(Br)cc1)c1nc(-c2ccco2)oc1NCCCn1ccnc1	-3.9
CN(C(=O)COC(=O)c1ccccc1Nc1ccccc1)C1CCS(=O)(=O)C1 (configuration not stated)	1.8
CC(C)c1ccccc1OCC(=O)Nc1cc(S(=O)(=O)N2CCOCC2)ccc1N1CCCC1	6.1
O=C(CC1CC1)N1CC(=O)N2[C@H](CO)[C@@H](c3ccc(C#Cc4cccc(F)c4)cc3)[C@@H]2C1	10.5[25 µM]
COc1ccc2c3c([nH]c2c1)[C@H](CO)N(S(=O)(=O)c1ccccc1)CC31CCN(C)CC1	-8.9[25 µM]
CCCCCN(C(=O)CCC(=O)OCc1cc(C)ccc1C)c1c(N)n(CCCC)c(=O)[nH]c1=O	-6.8
COc1ccccc1-c1ccc([C@@H]2[C@@H](CO)N(C(=O)CN(C)C)[C@H]2C#N)cc1	6.0[25 µM]
C[C@@H]1CN([C@H](C)CO)C(=O)c2cc(-c3cccnc3)cnc2O[C@@H]1CN(C)C(=O)Nc1ccccc1	9.3[25 µM]
CO[C@@H](CN(C)C(=O)c1ccc2c(c1)OCO2)[C@H](C)CN([C@@H](C)CO)S(=O)(=O)c1ccc(Cl)cc1	-1.7[25 µM]
CNC(=O)COC(=O)c1cc(SC)ccc1Cl	5.0
C[C@H](CO)N1C[C@H](C)[C@H](CN(C)C(=O)NC2CCCCC2)Oc2ccc(NS(=O)(=O)c3cn(C)cn3)cc2CC1=O	1.6[25 µM]
C[C@@H]1CN([C@@H](C)CO)C(=O)c2cccc(NC(=O)Nc3ccccc3)c2O[C@H]1CN(C)S(=O)(=O)c1cccs1	-17.1
O=C(NCC1CCCO1)c1cc2nc(-c3ccco3)cc(C(F)(F)Cl)n2n1 (configuration not stated)	1.0
CCCCN1C(=O)CC2CCOC21C (configuration not stated)	3.2
Cc1ccc(S(=O)(=O)N(C)C[C@@H]2OCCCC[C@@H](C)Oc3ccc(NS(=O)(=O)c4ccc(Cl)cc4)cc3C(=O)N([C@@H](C)CO)C[C@H]2C)cc1	21.5
Cn1c(=O)n(C)c2cc(NS(=O)(=O)c3ccc4c(c3)CCCC4)ccc21	-0.5
CN1c2ccc(-c3ccccc3F)cc2[C@H]2[C@H](CCN2S(=O)(=O)c2ccc(F)cc2)[C@@H]1CO	1.1
C[C@@H]1CN([C@@H](C)CO)C(=O)c2c(c3ccccc3n2C)-c2ccccc2CO[C@@H]1CN(C)C(=O)Nc1ccccc1	4.7
COC(=O)C1CCc2c(ccc3c2CCCC3)C1=O (configuration not stated)	-101.8
O=C(Cc1ccccn1)c1ccncc1	-1.0

Filtered by structure: the compounds so far containing a Cl atom (five)
SMILES	BL2 CD40 inh
O=C(CSC1=NS(=O)(=O)c2cc(Cl)ccc2N1)Nc1ccccc1F	12.0
CO[C@@H](CN(C)C(=O)c1ccc2c(c1)OCO2)[C@H](C)CN([C@@H](C)CO)S(=O)(=O)c1ccc(Cl)cc1	-1.7[25 µM]
CNC(=O)COC(=O)c1cc(SC)ccc1Cl	5.0
O=C(NCC1CCCO1)c1cc2nc(-c3ccco3)cc(C(F)(F)Cl)n2n1 (configuration not stated)	1.0
Cc1ccc(S(=O)(=O)N(C)C[C@@H]2OCCCC[C@@H](C)Oc3ccc(NS(=O)(=O)c4ccc(Cl)cc4)cc3C(=O)N([C@@H](C)CO)C[C@H]2C)cc1	21.5

Other records.
SMILES	BL2 CD40 inh
CC(C)Oc1ccc(CCc2n[nH]c(=S)n2-c2ccccc2)cc1	9.5
CN(C)c1ccc2c(c1)[C@@H]1C[C@@H](CC(=O)NCCN3CCCCC3)O[C@H](CO)[C@@H]1O2	1.5[25 µM]
CCCNc1ncnc2onc(C)c12	8.4
O=c1[nH]c2c(=O)[nH]cnc2nc1-c1ccccc1	12.9
O=C(NN=Cc1ccccc1C(=O)O)C(=O)NN=Cc1ccccc1C(=O)O	5.4
O=C(Nc1cccc(C(=O)N2CCN(c3ccc(F)cc3)CC2)c1)c1ccccc1	-1.6
Cc1[nH]c2ccccc2c1SCC(=O)N1CCCCCC1	11.9
O=C(c1cccs1)n1nc(-c2ccccc2)nc1NCc1ccc(F)cc1	6.2
C[C@]12CCC(=O)C=C1CC[C@@H]1[C@@H]2[C@@H](O)C[C@@]2(C)[C@H]1CC[C@]2(O)C(=O)COC(=O)CCC(=O)O	24.4
CC(C)(C)[S@](=O)N1Cc2cc(C(=O)N3CCCCC3)nc(-c3cccc(-c4ccc(C#N)cc4)c3)c2[C@@H]1CCO	-3.5
CCOC(=O)c1ccc2nc(C)c(C)nc2c1	-26.2
O=C(NCC(=O)N1CCCC(C(F)(F)F)C1)c1ccccc1Br (configuration not stated)	2.7
Cc1noc(C)c1CSc1ncnc2sc3c(c12)CCC(C)C3 (configuration not stated)	-1.5
Cc1noc(C)c1COc1ccccc1C(=O)N(C)Cc1ccco1	0.2
C[C@@H]1CN([C@H](C)CO)C(=O)CCCn2nncc2CO[C@@H]1CN(C)Cc1cccnc1	-9.2[25 µM]
COc1ccc(-c2ccc3c(c2)[C@H]2[C@H](CCN2C(=O)C2CCOCC2)[C@H](CO)N3C)cc1	-39.3[25 µM]
COc1cc(OC)cc(-c2nnc(NC(=O)CCS(=O)(=O)c3ccccc3)o2)c1	-3.0
O=C(O)Cc1ccc(-c2ccccc2-c2ccccc2)cc1	0.5
COC(=O)c1c(NC(=O)COC(=O)Cn2cnc3ccccc32)sc2c1CCCC2	7.1
CC(=O)c1sc(NC(=O)C(C)C)nc1C	9.7
O=C(CN(c1ccccc1F)S(=O)(=O)c1ccccc1)Nc1ccc2c(c1)OCCO2	22.9
c1ccc(Cn2c(CSc3nnnn3-c3ccccc3)nc3ccccc32)cc1	7.0
CN(C)C(=O)c1cccc(-c2ccc(C3[C@@H]4CN(S(=O)(=O)c5ccccc5)C[C@H]3N4)cc2)c1 (some centres not stated)	-41.8&-2.7
CCc1ccc(C(=O)OCC(=O)NCCNC(=O)COC(=O)c2ccc(CC)cc2)cc1	-6.4
CCOCc1nnc(NC(C)=O)s1	1.7
CN(C)c1ccc2c(=O)[nH][nH]c(=O)c2c1	4.8
CO[C@@H]1CC[C@@H]2CCOc3c(C#N)cccc3C(=O)N(C)CCCC(=O)N(C)C[C@@H]1O2	3.6[25 µM]
CCc1cc2cc3c(cc2nc1SCC(=O)Nc1cc(OC)c(OC)cc1C(=O)O)OCO3	-6.6
Cc1ccc(C)n1-c1cc([N+](=O)[O-])ccc1-n1ccnc1	9.1
O=C1NC(=S)NC1(c1ccccc1)c1ccccc1	5.5
CO[C@H]1CN(C)C(=O)c2cc(NC(=O)C3CCCC3)ccc2OC[C@H](C)NC[C@H]1C	1.9
CC(Oc1cccc(Cl)c1)C(=O)N1CCN(c2ncccn2)CC1 (configuration not stated)	-2.2
O=C(NCCCn1ccnc1)c1ccc(COc2ccccc2)o1	8.0
C[C@@H]1CN([C@@H](C)CO)C(=O)c2cc(Br)cnc2O[C@H]1CN(C)C(=O)Nc1ccc2c(c1)OCO2	-17.2[25 µM]
CC(C)c1ccc(NC(=O)CCC(=O)NCc2ccco2)cc1	-9.5
O=C(COc1ccccc1)Nc1ccc(N2CCN(C(=O)c3cccs3)CC2)cc1	-2.5
CCOC(=O)c1sc2ncn(C(C)C(=O)OCC)c(=O)c2c1C (configuration not stated)	-28.7
COc1ccc(Cn2c(=O)oc3ccccc32)cc1OC	-2.2
Cc1ccc(S(=O)(=O)CCC(=O)OCC(=O)N(C)CC(=O)Nc2ccc(F)cc2)cc1	-2.7
Brc1cc2c(cc1Cn1c(-c3cncs3)nc3ccccc31)OCO2	2.3

Reformatted bar-delimited: seven of the compounds above.
smiles | BL2 CD40 inh
CCOCc1nnc(NC(C)=O)s1 | 1.7
CN(C)c1ccc2c(=O)[nH][nH]c(=O)c2c1 | 4.8
CO[C@@H]1CC[C@@H]2CCOc3c(C#N)cccc3C(=O)N(C)CCCC(=O)N(C)C[C@@H]1O2 | 3.6[25 µM]
CCc1cc2cc3c(cc2nc1SCC(=O)Nc1cc(OC)c(OC)cc1C(=O)O)OCO3 | -6.6
Cc1ccc(C)n1-c1cc([N+](=O)[O-])ccc1-n1ccnc1 | 9.1
O=C1NC(=S)NC1(c1ccccc1)c1ccccc1 | 5.5
CO[C@H]1CN(C)C(=O)c2cc(NC(=O)C3CCCC3)ccc2OC[C@H](C)NC[C@H]1C | 1.9

(cont.)
SMILES	BL2 CD40 inh
O=C(Cn1nc([N+](=O)[O-])nc1Br)NC(c1ccccc1)c1ccccc1	16.5
O=C(Nc1ccncc1)c1cccc(S(=O)(=O)N2CCc3ccccc32)c1	-13.2
O=C(C1CCC1)N1CCCc2cc(S(=O)(=O)N3CCN(c4ccccc4)CC3)ccc21	9.1
COc1ccc(NS(=O)(=O)c2cc(NC(=O)COc3ccccc3)ccc2N2CCOCC2)cc1	3.2
COc1cc(OC)c(N(C)S(=O)(=O)c2cccc(C(=O)Nc3nccs3)c2)cc1Cl	18.4
CC(C)NC(=O)N1[C@H](CO)[C@@H](c2ccc(C#CC3CCCCC3)cc2)[C@@H]1C#N	18.8
Nc1ccc(S(=O)(=O)NC2=NCCCCC2)cc1	8.2
Cc1cc(=O)n2[nH]c(CCC(=O)O)nc2n1	-10.2
CN(C)C(=O)[C@H]1N[C@H]2c3ccc(-c4ccc(F)cc4)c(=O)n3C[C@H]2[C@@H]1CO	-8.0[25 µM]
OC(COC(c1ccc(F)cc1)c1ccc(F)cc1)CN1CCCC1 (configuration not stated)	6.5
O=C(COc1ccccc1F)Nc1ccc(N2CCOCC2)cc1N1CCOCC1	-3.7
N#C[C@H]1[C@H](c2ccc(-c3cncnc3)cc2)[C@@H](CO)N1C(=O)CN1CCOCC1	1.9[25 µM]
COc1ccc(CN(C)C[C@H]2Oc3ccc(NC(=O)Nc4ccc5c(c4)OCO5)cc3CC(=O)N([C@@H](C)CO)C[C@@H]2C)cc1	1.7[25 µM]
O=C(CN1C(=O)NC2(CCCCC2)C1=O)NCCCSc1ccccc1	6.1
CCc1cc(C)cc(OCCNC(=O)c2ncn[nH]2)c1	10.1
COc1cc(NC(=O)Cn2cnc3c(nc4n3CCCCC4)c2=O)cc(OC)c1OC	0.5
COc1ccc(-n2c(C)nc3sc4c(c3c2=O)CCCC4)cc1	10.0
CN1C(=O)c2cc(NC(=O)c3cccc(C(F)(F)F)c3)ccc2OC[C@H]2O[C@@H](CC(=O)NCCN3CCCC3)CC[C@H]21	0.1[25 µM]
COc1ccc2c3c([nH]c2c1)[C@H](CO)N(C(=O)CN1CCOCC1)CC31CCN(CC2CCCC2)CC1	-11.0[25 µM]
CC(C)N=C(Nc1ccccc1)c1cccnc1	1.6
CN(C)C(=O)c1cccc(-c2ccc([C@@H]3[C@@H](CO)N(C(=O)C4CCCC4)[C@H]3C#N)cc2)c1	13.4
CC12CCC(=O)N1C(C(=O)N1CCN(S(=O)(=O)c3cccc(Cl)c3)CC1)CS2 (configuration not stated)	-3.6
CCC(CC)C(=O)NCCN1CCN(C(=O)C(CC)CC)CC1	-37.2
CCCc1c(C(=O)N/N=C/c2c[nH]c3ccccc23)nnn1-c1nonc1N	6.9
CCCn1nc(C(=O)NNC(=O)c2cccc(C)c2)c2ccccc2c1=O	-17.0
COc1cccc(NC(=O)N2[C@@H]3CNC[C@H]2C3c2ccc(-c3ccccc3)cc2)c1 (some centres not stated)	-18.7&-34.3
O=C(Cn1cnc2c(nnn2Cc2ccc(F)cc2)c1=O)N1CCCCC1	-11.5
CN(C[C@H]1[C@@H](c2ccccc2)[C@H](CO)N1C(=O)C1CC1)C(=O)c1ccccn1	16.5[25 µM]
CC1Cc2ccccc2N1C(=O)CNc1ccccc1N1CCCCC1 (configuration not stated)	3.2
Cc1ccc(-c2ccc([C@H]3[C@@H](CO)N4C(=O)CN(C(=O)NC(C)C)C[C@@H]34)cc2)cc1	-8.9[25 µM]
Cn1c(N)c(C(=O)CSc2nnc(C3CC3)n2Cc2ccccc2)c(=O)n(C)c1=O	2.2
CSc1cc(-c2ccco2)oc1C(=O)c1ccco1	-6.4
COCC(=O)N1CC(=O)N2[C@H](CO)[C@@H](c3ccc(-c4ccccc4F)cc3)[C@@H]2C1	-17.2[25 µM]
Cc1ccc(C(C)CCN2CCC(n3nccc3NC(=O)c3ccccc3)CC2)o1 (configuration not stated)	5.9
Cn1c(N)c(C(=O)COC(=O)Cc2ccc(Cl)cc2Cl)c(=O)n(C)c1=O	13.9
CC1CCCC(NC(=O)COC(=O)CCC(=O)c2ccc(F)cc2)C1C (configuration not stated)	7.2
Clc1ccc2nncn2n1	7.6

This is a subset, so the mix of outcomes need not match the whole.
